Screens (PubChem)
RTF Ca sens inh = cardiac RTF calcium desensitization; inhibition, % at 7.15 µM; P19429+P45379; IANBD-labeled cardiac RTF, Ca2+ fluorescence; AID 493244; hit rate 0.12% among 340,000;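 active means inhibition above the mean inhibition of all tested compounds plus 3 SD, cut at about 17% in these data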;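 further: assay run at fixed EC70 calcium of 1.6 mM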
Keap1-Nrf2 PPI = disrupts human Keap1 binding to Nrf2 peptide; Q14145; Keap1 Kelch-Nrf2 peptide fluorescence polarization, 1536-well; inhibition, % at 9.4 µM; hit rate 0.15% among 340,000; AID 504523; in the data active means inhibition above about 12%; inconclusive means no clear call, values can overlap the other calls; inactive means below about 7.3%;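 further: human Keap1 Kelch domain with fluorescein labeled Nrf2 9mer peptide probe; 0% = neutral control wells and 100% = peptide positive control; higher means more block of Keap1 binding to Nrf2 peptide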
LANA DNA inh = inhibitors of KSHV LANA C-terminal domain DNA binding. MBP-C-LANA/FAM-LBS DNA binding, fluorescence polarization. inhibition, % at 9 µM. hit rate 0.078% among 340,000;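 active means highest replicate inhibition at or above 60% at 9 µM, even if other replicates fall short; inactive means all replicates below 60% inhibition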;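 further: 0% = neutral control wells and 100% = 4 µM acridine orange control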
CAL PDZ FP-1 = inhibitors of human CAL PDZ peptide binding; AID 504414; inhibition, % at 20 µM; purified CAL PDZ, TMR-peptide fluorescence polarization, 1 h; Q9HD26; hit rate 0.02% among 330,000;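 active means highest replicate inhibition of at least 40%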;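 further: plate controls were DMSO neutral control wells for no effect and unlabeled competitor peptide control wells for full effect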
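Test system: tagged CAL PDZ domain / Buffer or medium: sodium phosphate/NaCl buffer pH 7.4 with TCEP, IgG, Thesit / Reagent: TMR-labelled reporter peptide T*-PRC34 bound in PDZ groove / Compound dosing: single point, 20 µM / Schedule: 1 h incubation at room temperature before polarization reading / Technique: fluorescence polarization (mP) / Benchmarks: unlabelled peptide, DMSO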
CAL PDZ FP-2 = CAL PDZ (human) peptide binding inhibition. Q9HD26. purified CAL PDZ, TMR-peptide fluorescence polarization, 1 h. inhibition, % at 24.9 µM. hit rate 0.92% among 300,000. AID 602252;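 active means mean inhibition of at least 30% with at least half of replicates also reaching 30%; inconclusive means no clear call, values can overlap the other calls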;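 further: 0% = DMSO neutral control and 100% = excess unlabeled competitor peptide PRC23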
DAGLB inhibitor = diacylglycerol lipase beta (human) inhibition | Q8NCG7 | inhibition, % at 5.17 µM | hit rate 0.059% among 340,000 | AID 504411 | HEK293T DAGLB membrane lysate, EnzChek fluorogenic substrate; in the data active means inhibition above about 34%;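 further: 0% = enzyme with vehicle and 100% = wells lacking enzyme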
Target sequence (Q8NCG7 whole entry, looked up): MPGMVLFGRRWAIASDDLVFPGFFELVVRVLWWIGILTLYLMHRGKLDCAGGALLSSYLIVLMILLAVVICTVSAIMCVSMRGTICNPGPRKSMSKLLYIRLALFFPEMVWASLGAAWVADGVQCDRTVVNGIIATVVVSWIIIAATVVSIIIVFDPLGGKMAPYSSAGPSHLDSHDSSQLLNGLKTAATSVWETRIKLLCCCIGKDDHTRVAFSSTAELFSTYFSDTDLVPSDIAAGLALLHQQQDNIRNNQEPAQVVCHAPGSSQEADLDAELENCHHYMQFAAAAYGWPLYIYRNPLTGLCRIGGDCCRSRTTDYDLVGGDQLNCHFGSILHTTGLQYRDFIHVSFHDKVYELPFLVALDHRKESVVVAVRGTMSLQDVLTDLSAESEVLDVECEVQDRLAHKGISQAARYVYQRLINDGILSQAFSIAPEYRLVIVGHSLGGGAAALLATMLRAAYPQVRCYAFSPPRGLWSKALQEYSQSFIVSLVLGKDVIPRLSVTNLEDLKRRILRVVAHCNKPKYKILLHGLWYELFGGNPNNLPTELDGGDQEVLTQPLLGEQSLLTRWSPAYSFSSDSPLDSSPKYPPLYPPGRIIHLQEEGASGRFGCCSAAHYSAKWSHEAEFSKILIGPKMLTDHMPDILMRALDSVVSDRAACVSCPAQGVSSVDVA
cardiac RTF act = cardiac RTF calcium sensitization; P19429+P45379; IANBD-labeled TnC RTF fluorescence at EC20 calcium; 0% EC20 calcium, 100% full calcium; activation, % at 7.2 µM; hit rate 0.24% among 340,000; AID 493008;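 active means activation above the mean over all tested compounds plus 3 SD, cut at about 30% in these data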;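 further: rise in fluorescence read as greater calcium sensitivity of cardiac thin filaments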
Rtt109 HAT inh = C. albicans Rtt109 histone acetyltransferase inhibition. Q5AAJ8. purified Rtt109/Vps75, ThioGlo CoA-SH fluorescence, 4 h. inhibition, % at 34.9 µM. hit rate 0.16% among 330,000;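 active means inhibition of at least 50% in every replicate; inconclusive means best replicate reaches 50% inhibition but some replicates fall short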
PKA-R2B act = PKA-R2B complex activation; P22694+P31323; PKA-R2B holoenzyme dissociation, Cy5-IP20 fluorescence polarization; R2B truncated from residue 108, S112A mutant; 0% DMSO only, 100% 113 µM cGMP; activation, % at 11.4 µM; hit rate 0.079% among 340,000;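 active means activation above a cutoff set at the mean over all compounds plus 3 SD, cut at about 18% in these data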;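 further: higher means more holoenzyme dissociation and a rise in polarization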
Target sequence (P31323 whole entry, looked up, other chains not shown, the tested form may be a part): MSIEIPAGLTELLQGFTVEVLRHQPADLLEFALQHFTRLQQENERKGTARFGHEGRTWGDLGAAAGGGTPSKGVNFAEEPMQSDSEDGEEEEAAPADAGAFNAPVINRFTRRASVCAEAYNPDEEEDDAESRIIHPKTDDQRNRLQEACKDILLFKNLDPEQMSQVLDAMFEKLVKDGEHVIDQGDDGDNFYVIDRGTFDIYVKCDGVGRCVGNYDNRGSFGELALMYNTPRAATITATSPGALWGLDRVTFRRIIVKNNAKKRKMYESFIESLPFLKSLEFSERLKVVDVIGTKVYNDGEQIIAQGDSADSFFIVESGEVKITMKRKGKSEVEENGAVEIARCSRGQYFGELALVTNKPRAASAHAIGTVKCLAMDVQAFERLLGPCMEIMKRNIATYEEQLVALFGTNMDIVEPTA
SR-BI DiI-HDL act = SR-BI HDL lipid transfer activation. CHO ldlA[mSR-BI] cells, DiI-HDL uptake fluorescence, 3 h; 100 = double the neutral-control signal. activation, % at 12.5 µM. hit rate 0.096% among 320,000;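 active means mean replicate activation of at least 60% and every replicate at or above 60%; inconclusive means mean or all-replicate condition met, but not both; inactive means mean below 60% and not all replicates reaching 60%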;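 further: 0% = median plate neutral-control signal and 100% = twice that signal; values of inactives mirror those of a sister screen read the other way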
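system = CHO ldlA[mSR-BI] cells, LDL receptor-null, SR-BI overexpressing | medium = Ham's F12 with 0.5% BSA, HEPES 25 mM, pH 7.4 | probe or stimulus = DiI-HDL 10 µg/mL | compound dosing = single-point compound dose | incubation = compound exposure 3 h, 37 °C | technique = DiI fluorescence, bottom read | read-out = cell-associated DiI fluorescence as measure of HDL uptake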
Active calls of the source: *.

Screening COC(=O)c1ccccc1NC(=O)c1ccc2c(c1)C(=O)N(Cc1ccco1)C2=O returned RTF Ca sens inh -6.7, Keap1-Nrf2 PPI -3.6, LANA DNA inh -4.0, CAL PDZ FP-1 -0.8, CAL PDZ FP-2 -0.5, DAGLB inhibitor -5.2, cardiac RTF act -1.0, Rtt109 HAT inh -9.5, PKA-R2B act 3.2 and SR-BI DiI-HDL act -0.3.
For COc1ccccc1NC(=O)Cc1nn(C)c(=O)c2ccccc12 the results were RTF Ca sens inh 1.3, Keap1-Nrf2 PPI -0.4, LANA DNA inh 1.4, CAL PDZ FP-1 -0.3, CAL PDZ FP-2 -1.6, DAGLB inhibitor -2.5, cardiac RTF act -6.3, Rtt109 HAT inh -8.7, PKA-R2B act -2.7 and SR-BI DiI-HDL act 22.2.
O=C(O)c1ccc(N=NN2CCCCC2)cc1 was read as Keap1-Nrf2 PPI -4.6, LANA DNA inh -0.7, CAL PDZ FP-1 0.2, CAL PDZ FP-2 5.0, Rtt109 HAT inh -0.1 and SR-BI DiI-HDL act 25.6.
For CNC(=S)NN(C)c1nc(C)cc(C)n1 the results were RTF Ca sens inh -4.2, Keap1-Nrf2 PPI -1.3, LANA DNA inh -0.1, CAL PDZ FP-1 -0.1, CAL PDZ FP-2 -3.4, DAGLB inhibitor -2.0, cardiac RTF act -4.4, Rtt109 HAT inh -6.1, PKA-R2B act 4.9 and SR-BI DiI-HDL act 0.6.
For O=C1CCC(c2ccc3ccccc3c2)O1 (stereo not given) the results were RTF Ca sens inh -4.0, Keap1-Nrf2 PPI 3.3, LANA DNA inh 0.5, CAL PDZ FP-1 -0.6, CAL PDZ FP-2 -2.1, DAGLB inhibitor -2.8, cardiac RTF act 0.1, Rtt109 HAT inh -4.8, PKA-R2B act -4.4 and SR-BI DiI-HDL act 3.1.
For COc1ccc(/C=C/C(=O)OCC(=O)Nc2ccc(Cl)cn2)cc1 the results were RTF Ca sens inh 4.4, Keap1-Nrf2 PPI -5.1, LANA DNA inh -0.2, CAL PDZ FP-1 -8.4, CAL PDZ FP-2 -1.4, DAGLB inhibitor 2.5, cardiac RTF act 0.9, Rtt109 HAT inh -25.0, PKA-R2B act -9.6 and SR-BI DiI-HDL act 0.0.
Screening O=C(N[C@@H](Cc1c[nH]c2ccccc12)C(=O)O)c1ccc(Cl)cc1 returned RTF Ca sens inh -6.0, Keap1-Nrf2 PPI 0.2, LANA DNA inh -0.7, CAL PDZ FP-1 -1.1, CAL PDZ FP-2 -4.1, DAGLB inhibitor 4.1, cardiac RTF act 0.0, Rtt109 HAT inh -3.9, PKA-R2B act -9.2 and SR-BI DiI-HDL act 4.1.
`COCCCN(CC(=O)Nc1ccc(F)cc1)S(=O)(=O)c1cccs1` gave RTF Ca sens inh -0.9, Keap1-Nrf2 PPI -2.9, LANA DNA inh 26.2, CAL PDZ FP-1 0.1, CAL PDZ FP-2 -1.3, DAGLB inhibitor -5.6, cardiac RTF act 0.0, Rtt109 HAT inh inconclusive, PKA-R2B act -6.3 and SR-BI DiI-HDL act 21.5.
For CNC(=O)c1cccn1-c1ccsc1C(=O)OC the results were RTF Ca sens inh -6.0, Keap1-Nrf2 PPI -4.5, LANA DNA inh 1.2, CAL PDZ FP-1 0.1, CAL PDZ FP-2 0.1, DAGLB inhibitor -1.1, cardiac RTF act 2.0, Rtt109 HAT inh 3.3, PKA-R2B act -1.4 and SR-BI DiI-HDL act 9.4.
For CCCN1CCCc2cc(CN)ccc21 the results were RTF Ca sens inh 0.9, Keap1-Nrf2 PPI 2.0, LANA DNA inh 5.1, CAL PDZ FP-1 -1.0, CAL PDZ FP-2 -4.9, DAGLB inhibitor -3.8, cardiac RTF act 7.3, Rtt109 HAT inh 33.3, PKA-R2B act -8.8 and SR-BI DiI-HDL act -18.1.
Screening O=C(COc1ccccc1)NCC(=O)N/N=C/c1cc(Br)ccc1OCc1ccccc1 returned RTF Ca sens inh 4.2, Keap1-Nrf2 PPI -2.1, LANA DNA inh 1.0, CAL PDZ FP-1 -0.7, CAL PDZ FP-2 -2.6, DAGLB inhibitor -1.1, cardiac RTF act -5.0, Rtt109 HAT inh 8.8, PKA-R2B act 0.9 and SR-BI DiI-HDL act -59.1.
For CC(=O)Nc1ccc(S(=O)(=O)Oc2cccc(/C=N/N=C3/NC(=O)C(CC(=O)O)S3)c2)cc1 (stereo not given) the results were RTF Ca sens inh -11.4, Keap1-Nrf2 PPI -1.8, LANA DNA inh -1.4, CAL PDZ FP-2 -6.6, DAGLB inhibitor 1.5, cardiac RTF act -1.0, Rtt109 HAT inh 5.9, PKA-R2B act -1.2 and SR-BI DiI-HDL act -6.7.
Screening Cc1ccc(S(=O)(=O)NCc2ccccc2)cc1C(=O)NCc1ccccn1 returned RTF Ca sens inh -2.4, Keap1-Nrf2 PPI -1.3, LANA DNA inh 0.7, CAL PDZ FP-1 0.8, CAL PDZ FP-2 -3.5, DAGLB inhibitor -2.9, cardiac RTF act 1.2, Rtt109 HAT inh -2.6, PKA-R2B act -4.3 and SR-BI DiI-HDL act -1.9.
For Cc1cccc(N2CCN(CC(O)COc3ccc(Cl)cc3)CC2)c1 (stereo not given) the results were RTF Ca sens inh 2.8, Keap1-Nrf2 PPI 5.2, LANA DNA inh -2.0, CAL PDZ FP-1 -0.9, CAL PDZ FP-2 -5.5, DAGLB inhibitor -5.2, cardiac RTF act -8.1, Rtt109 HAT inh -6.4, PKA-R2B act -7.1 and SR-BI DiI-HDL act -1.5.
For O=C(CN1C(=O)NC2(CCCC2)C1=O)NCCc1ccc(Cl)cc1Cl the results were RTF Ca sens inh -4.0, Keap1-Nrf2 PPI 0.2, LANA DNA inh -0.6, CAL PDZ FP-1 -0.2, CAL PDZ FP-2 -5.3, DAGLB inhibitor -0.5, cardiac RTF act -0.8, Rtt109 HAT inh 5.3, PKA-R2B act 1.1 and SR-BI DiI-HDL act 7.2.
`COc1ccccc1NC(=O)N(c1c(N)n(Cc2ccccc2)c(=O)[nH]c1=O)C1CCCC1` gave RTF Ca sens inh -6.9, Keap1-Nrf2 PPI 5.7, LANA DNA inh 0.6, CAL PDZ FP-2 -9.7, DAGLB inhibitor 2.4, cardiac RTF act 2.9, Rtt109 HAT inh 3.6 and PKA-R2B act -2.6.
COc1ccc(Nc2cc(Cl)ccc2C(=O)O)cn1 was read as RTF Ca sens inh -9.9, Keap1-Nrf2 PPI -2.6, LANA DNA inh 14.3, CAL PDZ FP-1 -0.2, CAL PDZ FP-2 -7.0, DAGLB inhibitor 5.7, cardiac RTF act 3.2, Rtt109 HAT inh 1.5, PKA-R2B act 1.2 and SR-BI DiI-HDL act 17.6.
Screening Cc1ccc(C(=O)NNC(=O)C2CCN(S(=O)(=O)c3ccc(Cl)cc3)CC2)cc1 returned RTF Ca sens inh 5.2, Keap1-Nrf2 PPI 3.6, LANA DNA inh -1.3, CAL PDZ FP-1 -0.3, CAL PDZ FP-2 0.8, DAGLB inhibitor -1.2, cardiac RTF act -0.8, Rtt109 HAT inh -3.6, PKA-R2B act -12.2 and SR-BI DiI-HDL act -3.0.
For COc1ccc(NC(=O)CC2C(=O)N(Cc3ccco3)C(=S)N2C(C)C)cc1 (stereo not given) the results were RTF Ca sens inh -11.6, Keap1-Nrf2 PPI -4.7, LANA DNA inh -1.9, CAL PDZ FP-1 0.6, CAL PDZ FP-2 -2.8, DAGLB inhibitor 1.4, cardiac RTF act 16.4, Rtt109 HAT inh 10.7, PKA-R2B act -14.6 and SR-BI DiI-HDL act -11.9.
For CCCCN1CC(O)=C(c2nc3ccccc3s2)C1=N the results were RTF Ca sens inh -5.7, Keap1-Nrf2 PPI 0.1, LANA DNA inh 0.5, CAL PDZ FP-2 -11.0, DAGLB inhibitor -2.1, cardiac RTF act -1.0, Rtt109 HAT inh -4.8, PKA-R2B act -4.9 and SR-BI DiI-HDL act -16.4.
`CCOc1ccc(NC(=O)CN(C)S(=O)(=O)c2cnc[nH]2)cc1` gave RTF Ca sens inh -4.3, Keap1-Nrf2 PPI -3.0, LANA DNA inh -0.2, CAL PDZ FP-1 -0.2, DAGLB inhibitor 1.9, cardiac RTF act 5.1, Rtt109 HAT inh -11.8, PKA-R2B act -2.6 and SR-BI DiI-HDL act 10.1.
Screening N#Cc1ccc(C(=O)Nc2cc(S(=O)(=O)Nc3ccc(Cl)cc3)ccc2N2CCCCC2)cc1 returned RTF Ca sens inh 1.9, Keap1-Nrf2 PPI -6.7, LANA DNA inh -1.5, CAL PDZ FP-1 -0.5, CAL PDZ FP-2 -3.8, DAGLB inhibitor -6.0, cardiac RTF act 2.4, Rtt109 HAT inh -6.0, PKA-R2B act -10.7 and SR-BI DiI-HDL act -22.3.
`c1ccc2c(c1)OCC(c1nnc3n1-c1ccccc1SC3)O2` (stereo not given) gave RTF Ca sens inh -9.4, Keap1-Nrf2 PPI -1.9, LANA DNA inh -2.3, CAL PDZ FP-1 -1.9, CAL PDZ FP-2 -2.4, DAGLB inhibitor -2.3, cardiac RTF act -3.0, Rtt109 HAT inh -3.9 and PKA-R2B act -4.0.
CCOC(=O)C1=C(C)Nc2ncnn2C1c1c[nH]c2ccccc12 (stereo not given) was read as RTF Ca sens inh 7.2, Keap1-Nrf2 PPI -1.7, LANA DNA inh -0.1, CAL PDZ FP-1 -1.2, CAL PDZ FP-2 -4.3, DAGLB inhibitor -1.6, cardiac RTF act 1.4, Rtt109 HAT inh 1.6, PKA-R2B act 14.3 and SR-BI DiI-HDL act -11.2.
For CC(=O)C1=C(C)NC(SCC(=O)c2ccc(F)cc2)=C(C#N)C1c1ccco1 (stereo not given) the results were RTF Ca sens inh -10.6, Keap1-Nrf2 PPI -6.8, LANA DNA inh -0.9, CAL PDZ FP-1 -2.5, CAL PDZ FP-2 -0.3, DAGLB inhibitor -9.0, cardiac RTF act 4.4, Rtt109 HAT inh 11.6, PKA-R2B act -5.8 and SR-BI DiI-HDL act -55.7.
Screening CN1/C(=C/C(=O)c2ccc(Cl)cc2)Sc2cc3c(cc21)OCO3 returned RTF Ca sens inh 0.4, Keap1-Nrf2 PPI -3.3, LANA DNA inh -0.1, CAL PDZ FP-1 -1.6, CAL PDZ FP-2 -2.9, DAGLB inhibitor 3.6, cardiac RTF act 13.7, Rtt109 HAT inh -7.9, PKA-R2B act -6.6 and SR-BI DiI-HDL act -28.1.
CC(C)[C@H](CO)Nc1nc(NCc2ccc(S(N)(=O)=O)cc2)c2ncn(C(C)C)c2n1 was read as RTF Ca sens inh -1.3, Keap1-Nrf2 PPI -8.1, LANA DNA inh -1.3, CAL PDZ FP-1 1.7, CAL PDZ FP-2 7.1, DAGLB inhibitor 3.0, cardiac RTF act 7.2, Rtt109 HAT inh -14.0, PKA-R2B act -8.1 and SR-BI DiI-HDL act 5.2.

The order is random, and some 1.6% of all compounds hit somewhere here.
